Screening data as filed in PubChem.
GSK3A inh: blockers of GSK3A enzyme activity – biochemical, luminescence, cell-free homogeneous, HTS, primary screen | Glycogen synthase kinase-3 alpha (Homo sapiens), P49840 | GSK-3 alpha kinase, ADP-Glo luminescence, 60 min | inhibition, % at 10 µM | actives 0.1% (n = 320,000) | AID 2650, 2010;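 in the data active = inhibition above about 50%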;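 note: GST-tagged GSK-3 alpha with peptide substrate and 25 µM ATP; 0% = DMSO neutral wells and 100% = GW8510 positive control wells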
hERG rescue: hERG rescue from dofetilide block, primary screen, cell-based, CHO-hERG, FluxOR thallium flux, dofetilide IC70. dofetilide IC70 present. AID 1511, 2009. Voltage-gated inwardly rectifying potassium channel KCNH2 (Homo sapiens), Q12809. actives 0.51% (n = 310,000). activation (rescue from dofetilide block), less the hit threshold, % at 10 µM;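 active = activation above the mean of controls blocked by dofetilide plus 5 SD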;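 note: thallium influx through hERG after potassium depolarization seen as dye fluorescence rise; in these data hits start at about 4.7%; inactives centre near -7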
Target sequence (Q12809 whole entry, looked up): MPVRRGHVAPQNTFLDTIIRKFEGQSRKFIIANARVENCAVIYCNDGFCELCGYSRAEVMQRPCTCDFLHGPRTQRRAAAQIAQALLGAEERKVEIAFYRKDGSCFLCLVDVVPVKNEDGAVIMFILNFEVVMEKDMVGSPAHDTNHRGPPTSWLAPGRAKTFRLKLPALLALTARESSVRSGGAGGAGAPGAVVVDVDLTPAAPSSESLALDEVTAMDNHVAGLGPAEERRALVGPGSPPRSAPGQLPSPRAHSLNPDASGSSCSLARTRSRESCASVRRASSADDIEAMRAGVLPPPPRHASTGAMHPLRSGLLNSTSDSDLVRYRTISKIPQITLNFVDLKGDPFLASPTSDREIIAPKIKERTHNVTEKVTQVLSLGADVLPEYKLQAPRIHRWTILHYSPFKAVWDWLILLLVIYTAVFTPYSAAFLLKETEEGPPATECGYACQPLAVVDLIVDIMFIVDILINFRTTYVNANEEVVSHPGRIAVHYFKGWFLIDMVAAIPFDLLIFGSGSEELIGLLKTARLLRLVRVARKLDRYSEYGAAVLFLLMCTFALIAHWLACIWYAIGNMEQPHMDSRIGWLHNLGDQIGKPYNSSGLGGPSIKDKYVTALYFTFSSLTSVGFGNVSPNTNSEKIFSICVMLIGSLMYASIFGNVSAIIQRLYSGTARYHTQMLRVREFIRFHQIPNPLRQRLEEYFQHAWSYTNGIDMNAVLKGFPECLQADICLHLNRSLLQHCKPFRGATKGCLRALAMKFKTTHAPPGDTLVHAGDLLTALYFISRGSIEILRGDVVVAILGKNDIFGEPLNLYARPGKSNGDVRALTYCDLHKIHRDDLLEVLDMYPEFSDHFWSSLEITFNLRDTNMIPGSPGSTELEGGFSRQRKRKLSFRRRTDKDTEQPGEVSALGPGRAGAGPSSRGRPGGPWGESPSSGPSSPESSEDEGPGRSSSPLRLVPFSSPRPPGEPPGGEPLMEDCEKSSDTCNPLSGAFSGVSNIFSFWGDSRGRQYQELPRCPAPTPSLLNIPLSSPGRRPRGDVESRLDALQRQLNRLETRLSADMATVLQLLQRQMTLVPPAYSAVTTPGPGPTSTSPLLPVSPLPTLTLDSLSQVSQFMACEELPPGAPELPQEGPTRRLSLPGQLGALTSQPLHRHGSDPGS
KCNQ1 act: potentiators or activators of KCNQ1 channel, primary screen, cell-based, thallium flux, high-throughput. CHO-K1 KCNQ1, thallium flux FluxOR fluorescence; stronger effect = higher value. AID 2648, 2010. actives 0.35% (n = 310,000). B-score at 10 µM;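 active = fluorescence ratio B-score, a plate-corrected score, at least three library SD, with initial intensity B-score within 5 SD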
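Assay system: stable KCNQ1 CHO-K1 line; medium: assay buffer, equal DMSO in all wells; timing: 90 min dye loading and 20 min compound exposure, both at room temperature; technique: kinetic FluxOR thallium fluorescence, 10-s 1-Hz baseline, 110-s post-stimulus read; read-out basis: B score of baseline-normalized fluorescence ratio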
GSK3B inh: human GSK3beta kinase inhibitors, primary screen, biochemical, cell-free homogeneous, HTS; Glycogen synthase kinase-3 beta (Homo sapiens), P49841; GST-GSK3beta kinase, ADP-Glo luminescence, 60 min; stronger effect = lower value; activity score (negative = inhibition), % at 10 µM; actives 0.038% (n = 300,000); AID 2097, 2009;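 active = more than half of replicate wells score below -50%, meaning over 50% inhibition versus plate controls; inconclusive = some replicates but at most half score below -50%; inactive = no replicate scores below -50%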;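 note: 0% = median DMSO wells and -100% = median GW8510 positive control wells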
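Test system: GST-fused GSK3beta enzyme, cell-free | Quantity: 1.6 ng GST-GSK3beta enzyme per well | Reagent: 25 µM ATP with peptide substrate | Schedule: 60 min enzyme reaction, room temperature | Signal: Luminescent ADP-Glo measurement of ADP formed | Read-out basis: Score relative to plate controls | Control set: DMSO and 20 µM GW8510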
PolyA inh: polyadenylation inhibitors in yeast reporter cells, primary screen, luminescence, S. cerevisiae; calls only at 12 µM; S. cerevisiae SKY197-pL101 polyadenylation reporter, beta-gal luminescence; efflux-impaired pdr1/pdr3 knockout yeast; score 100 = 6 SD above DMSO; AID 1875, 2009; actives 0.02% (n = 300,000);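 active = lowest replicate activity score at least 50, where 100 means six control SD above control mean; inconclusive = lowest score under 50 but half or more replicates reach 50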;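 note: yeast exposed to compound for 9 h at 30 °C; higher score means more reporter readthrough which indicates perturbed polyadenylation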
KCNK3 inh: human KCNK3 channel inhibitors, primary screen, CHO cells, FluxOR thallium flux, B-score. FluxOR fluorescence; stronger effect = lower value. Potassium channel subfamily K member 3 (Homo sapiens), O14649. B-score at 10 µM. actives 0.84% (n = 340,000);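 active = B-score under library mean minus 4 SD, starting fluorescence ratio at most library mean plus 5 SD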;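 note: more negative B-score means stronger inhibition of thallium flux through KCNK3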
RGS4 act: RGS4 potentiators or activators, primary screen, cell-based, HEK293 M3R inducible RGS4, calcium flux; actives 0.92% (n = 310,000); carbachol calcium flux Fluo4; stronger effect = lower value; B-score at 10 µM;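 active = B-score of the integrated calcium signal more than 4 SD below the library mean, with starting fluorescence not abnormally high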;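 note: negative B-score means reduced calcium response which marks RGS4 activation or potentiation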
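System: HEK293 FlpIn-TREx cells, stable M3R, doxycycline-inducible RGS4. Timing: overnight RGS4 induction, 30 min dye load 37 °C, 20 min compound RT. Also added: carbachol, ECmax concentration. Measured by: Fluo4 fluorescence kinetic imaging of calcium. Evaluation: integrated calcium ratio converted to B score.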
DYRK1A inh: rat Dyrk1A kinase inhibitors, primary screen, biochemical, single point, plate reader; Dual specificity tyrosine-phosphorylation-regulated kinase 1A (Rattus norvegicus), Q63470; ADP-Glo luminescence, NFATc1 peptide; inhibition, % at 12.5 µM; actives 0.43% (n = 310,000); in the data active = inhibition above about 50%;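 note: plate controls were vehicle with enzyme for no effect and no enzyme for full effect; many of its hits are not listed in these tables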
KCNK9 inh: KCNK9 potassium channel inhibitors, primary screen, HEK293 cells, thallium flux. Potassium channel subfamily K member 9 (Homo sapiens), Q9NPC2. FluxOR thallium flux fluorescence; stronger effect = lower value. B-score at 10 µM. actives 1.2% (n = 310,000). AID 488922, 2010;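 active = ratio B-score over 3 SD below the library mean, with starting fluorescence within 5 SD of its mean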;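 note: negative B-score means less thallium flux so channel inhibition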
KCNQ1 block: inhibitors of human KCNQ1 channel, primary screen, cell-based, thallium flux, high-throughput; Potassium voltage-gated channel subfamily KQT member 1 (Homo sapiens), P51787; CHO-K1 KCNQ1, FluxOR thallium flux fluorescence; stronger effect = higher value; B-score at 10 µM; actives 1.3% (n = 310,000);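 active = compounds whose thallium flux B-score, printed positive for inhibition, exceeds three library SD while starting fluorescence stays within three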;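 note: channel opened by potassium depolarization with thallium stimulus after 20 min compound exposure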
HDAC3 inh: HDAC3 deacetylase inhibitors, primary screen, biochemical, fluorescence, cell-free homogeneous. recombinant HDAC3, fluorogenic peptide/trypsin coupled. actives 0.15% (n = 320,000). Histone deacetylase 3 (Homo sapiens), O15379. inhibition, % at 8.3 µM; in the data active = inhibition above about 26%, passing the limit was not always enough; inconclusive = no clear call, values can overlap the other calls
Starred values were filed as active, the others as inactive; i = inactive; ? = inconclusive; · = no result given. Not all compounds are listed; count on the stated rates, not on these rows.

SMILES	PolyA inh	KCNQ1 act	HDAC3 inh	GSK3B inh	KCNK3 inh	hERG rescue	GSK3A inh	KCNQ1 block	DYRK1A inh	KCNK9 inh	RGS4 act
CC(C)CC1(C(=O)O)NC(c2ccccc2O)C2C(=O)N(C(C)C)C(=O)C21 (centres undefined)	·	i	1.2	0.6	i	0.5	-4.4	i	10.5	i	i
COc1ccc(-c2cc3c(=O)n(CC(=O)Nc4cccc(Cl)c4)nc(C)n3n2)cc1	i	i	-0.4	0.8	i	-9.5	0.8	i	-1.4	i	i
CC(c1ccon1)N(C)Cc1cn(Cc2ccccc2)nc1-c1ccc2c(c1)OCO2 (centres undefined)	i	i	10.6	0.9	i	-14.4	·	6*	-2.1	i	i
COc1ccc(CCNC(=O)c2ccccc2NC(=O)C2=C(C)OCCS2)c(OC)c1	i	i	-4.6	-0.1	i	-8.2	-2.1	i	·	i	i
COc1ccc(C(=O)Nc2ccc(S(=O)(=O)Nc3cc(C)nc(C)n3)cc2)cc1OC	i	i	-1.5	1.8	i	-17.6	-3.0	i	1.5	i	i
CC(C)N(CCCNC(=O)C1CCN(C(=O)c2cc3sccc3n2C)CC1)Cc1ccccc1	i	i	1.3	-7.9	i	-6.7	4.1	i	0.5	i	i
Cc1cc(Cl)ccc1N1C(=O)CC(NNC(=O)c2cccnc2)C1=O (centres undefined)	i	i	0.7	4.0	i	-2.1	-0.9	i	0.2	i	i
OCC1(Cc2ccc(Cl)cc2)CCN(CC2CC=CCC2)CC1 (centres undefined)	i	i	4.6	0.6	i	-15.6	·	i	-1.6	i	i
O=C(Nc1cccc([N+](=O)[O-])c1)c1cc2ccccc2cc1O	i	i	-3.1	0.1	i	-22.1	-1.1	i	4.1	i	i
CN1CCc2nc(SC(C(=O)O)c3ccccc3)c(C#N)c(-c3cccs3)c2C1 (centres undefined)	i	i	4.6	2.2	i	-15.7	0.8	i	7.0	i	i
O=C(N/N=C/c1cccc([N+](=O)[O-])c1)c1ccncc1	i	i	·	-3.4	i	-6.4	0.8	i	0.0	i	i
COc1cccc(C2=NOC(C(=O)N3CCN(c4ccccc4)CC3)C2)c1OC (centres undefined)	i	i	1.0	0.3	i	-12.2	0.7	i	-9.1	i	i
CCc1ccc(N2CC(C(=O)Nc3ccc(S(=O)(=O)Nc4ncccn4)cc3)CC2=O)cc1 (centres undefined)	i	i	-3.0	-1.3	i	-3.1	-3.1	i	-0.8	i	i
CC(NS(=O)(=O)CCNC(=O)c1ccccc1)c1ccccc1 (centres undefined)	i	i	-2.0	3.6	i	-4.5	1.2	i	1.2	i	i
CC(C)OCCCNC1=C(Cl)C(=O)c2ccccc2C1=O	i	i	2.1	-2.7	i	-6.7	10.4	i	·	i	i
c1ccc(OCc2cc(-c3ccccc3)no2)cc1	i	i	-6.7	-0.2	i	-4.7	-0.6	i	-3.9	i	i
Cc1ccc(C2C(C#N)=C(N)Oc3n[nH]c(-c4cccnc4)c32)o1 (centres undefined)	i	i	-0.3	-3.2	i	-4.0	31.3	i	4.6	i	i
O=C(NCc1ccccn1)C(F)(F)C(F)(F)C(=O)NCc1ccccn1	i	i	3.4	-4.1	i	-11.2	-0.3	i	-4.8	i	i
O=C1C(Cc2cccc([N+](=O)[O-])c2)SC(=Nc2ccccc2)N1c1ccccc1 (centres undefined)	i	i	-5.7	1.5	i	-9.1	2.8	i	1.0	i	i
CCCN1CCN(C(=S)NCc2ccc(Cl)cc2)CC1	i	i	-0.5	0.6	i	-19.9	-1.9	i	-4.7	i	i
COc1ccccc1N1CCN(S(=O)(=O)c2cn(C)cn2)CC1	i	i	1.1	-5.3	i	-3.5	-0.5	i	-5.1	i	i
CC(C)CCNC1c2ccccc2C(=O)N1Cc1ccccc1 (centres undefined)	i	i	0.1	-1.6	i	-5.4	-1.2	i	-4.1	i	i
Cc1cc(C(=O)NC2CCCc3c2cnn3-c2cccc(C)c2C)c(C)o1 (centres undefined)	·	i	-3.2	3.9	i	-13.6	-1.4	i	-5.5	i	i
COc1ccc(C2C(C#N)=C(N)N(c3sc4c(c3C#N)CCCC4)C3=C2C(=O)CC(C)(C)C3)cc1 (centres undefined)	i	i	-5.2	-3.4	i	-12.2	2.7	i	1.4	i	i
CCCC(=O)Nc1nnc(SCC(=O)N2CCCCC2)s1	i	i	6.1	0.8	i	-4.3	-1.4	i	-8.5	i	i
NS(=O)(=O)c1cccc(NC(=O)CN2CCc3ccccc32)c1	i	i	-5.1	-1.8	i	-11.2	-3.5	i	·	i	i
O=C(c1cc([N+](=O)[O-])cc([N+](=O)[O-])c1)N(c1ccccn1)c1ccccn1	i	i	-0.1	-2.3	i	-5.4	-2.1	i	8.1	i	i
O=C(Nc1ccc(Cl)cc1)C(Cl)C(=O)c1ccccc1 (centres undefined)	i	10*	10.5	-0.8	i	-11.7	-2.9	i	4.3	i	i
CCOc1ncccc1C(=O)Nc1ccc2nc(C)sc2c1	i	i	-8.7	0.3	i	-4.8	-1.9	i	10.7	i	i
CCC[n+]1c(C)sc2c3c(ccc21)CCCC3	·	i	-1.3	-22.9	i	-9.5	-1.2	i	·	i	i
CCOC(=O)NC1(NC(C)C)Oc2ccccc2O1	i	i	0.7	0.4	i	-11.9	2.0	i	-6.9	i	i
COc1cc(C(=O)Nc2cccc(NC(=O)c3cccs3)c2)cc(OC)c1OC	i	i	17.0	1.2	i	-18.7	-2.3	i	0.7	i	i
O=C(Oc1c(Br)cc(C(=S)N2CCOCC2)cc1Br)c1ccc(Cl)cc1	i	i	1.9	-1.8	i	1.7	0.7	i	0.4	i	i
Cc1ccc(C(C)C)c(OCC(=O)N/N=C/C2CCCCC2)c1	i	i	4.2	0.6	i	-9.3	-0.5	i	7.4	i	i
O=C(CNCc1ccco1)Nc1ccc(Oc2ccccc2)cc1	i	i	-2.0	2.3	i	-13.6	-0.8	i	9.5	i	i
CCOC(=O)c1cnc2cc(Cl)c(OC)cc2c1NCC1CCCO1 (centres undefined)	i	i	2.3	·	i	-7.5	0.0	i	10.2	i	i
CC(C)(C)OC(=O)NCCc1nnc(SCc2ccccc2Cl)o1	i	i	4.6	3.3	i	-4.2	-2.9	i	0.6	i	i
CCN(CC)CCn1c2c(c(SCC(=O)Nc3ccc4c(c3)OCCO4)nc1=O)CCC2	i	i	-5.9	3.5	i	-7.2	-7.2	i	-13.5	i	i
COc1ccc(S(=O)(=O)N2CCCC2)cc1C(=O)N1CCCCC1	i	i	?	0.6	i	-8.2	-1.5	i	4.5	i	i
COC(=O)c1cc(=O)c2cccc(OC)c2[nH]1	i	i	1.4	-5.9	i	-7.0	0.3	i	10.1	i	i
Cc1ccccc1OCC(=O)Nn1c(COc2ccccc2)nc2ccccc2c1=O	i	i	8.2	1.7	i	-11.7	-1.5	i	12.9	i	i
COC(=O)c1cc(C(=O)Nc2nc3ccccc3[nH]2)cc([N+](=O)[O-])c1	i	i	-5.7	-1.1	i	-5.4	-1.5	i	-4.7	i	i
COc1cccc(CNCc2ccc(OC)c3ccccc23)c1OC	i	i	-9.9	-7.8	i	-10.1	1.2	i	-6.4	i	i
O=C(COc1ccc(Br)cc1)N/N=C1/SCC(=O)N1Cc1ccco1	i	i	-4.4	-2.6	i	-14.8	-2.5	i	3.9	i	i
CCc1ccc(CNC(=O)CCn2nc(C)c3c(C)n(-c4ccccc4)nc3c2=O)cc1	i	i	0.2	0.0	i	-7.8	-0.7	i	2.5	i	i
CCOc1ccc(/C=N/NC(=O)CC(=O)Nc2ccc(Cl)c(Cl)c2)cc1	i	i	-2.2	0.4	i	-7.3	0.5	i	2.3	i	i
CCC1=C2CC[C@H]3C(=O)N(c4ccccc4)C(=O)[C@H]3[C@H]2[C@@]2(C)C(=NCC3CC3)OC(=O)N2C1=O	i	i	-7.4	-1.2	i	-7.8	-0.8	i	4.2	i	i
CC(=O)Nc1ccc(S(=O)(=O)N(Cc2ccco2)CC2CCCO2)cc1 (centres undefined)	i	i	0.4	5.4	i	-7.7	1.9	i	5.4	i	i
CC(=O)Nc1ccc(S(=O)(=O)Nc2nc3c(s2)CCCC3)cc1	i	i	-2.4	-0.4	i	-5.0	-2.3	i	6.2	i	i
COc1cc(/C=N/NC(=O)Cc2csc(C)n2)ccc1OCC(C)C	i	i	3.2	3.8	i	-3.7	1.7	i	·	i	i
CCOC(=O)c1nn(-c2ccc(F)cc2)c(=O)cc1OCC(=O)Nc1ccc(F)c(F)c1	i	i	·	0.9	i	-2.1	·	i	-6.6	i	i
COc1ccc2c3c(cccc13)OC2=O	i	i	1.8	0.3	i	-4.9	-1.3	i	-4.0	i	i
Nc1ccc(-c2cnc3ccccc3n2)cc1	i	i	0.9	-1.8	i	-8.2	2.5	i	·	i	i
